High-throughput results from PubChem.
RGS4 block: RGS4 inhibitors, primary screen, cell-based, HEK293 M3R inducible RGS4, calcium flux. B-score at 10 µM. Regulator of G-protein signaling 4 (Homo sapiens), P49798. hit rate 0.45% among 310,000. Fluo-4 calcium flux; active compounds read high; triggered by carbachol at its EC20. AID 463165, 2010;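 active means B-score, a plate-corrected calcium signal, over three deviations above library mean, with baseline fluorescence within five deviations of library mean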;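 further: RGS4 expression induced by doxycycline in cells with stable M3 receptor; B-score is computed from the integrated fluorescence ratio over baseline after carbachol; higher B-score means a larger calcium signal and so more RGS4 inhibition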
hERG protect: hERG rescue from dofetilide block, primary screen, cell-based, CHO-hERG, FluxOR thallium flux, dofetilide IC70; Voltage-gated inwardly rectifying potassium channel KCNH2 (Homo sapiens), Q12809; dofetilide IC70 present; activation (rescue from dofetilide block), less the hit threshold, % at 10 µM; hit rate 0.51% among 310,000;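 active means activation above the mean of controls blocked by dofetilide plus 5 SD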;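 further: thallium influx through hERG after potassium depolarization seen as dye fluorescence rise; in these data hits start at about 4.7%; inactives centre near -7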
KCNK9 block: KCNK9 potassium channel inhibitors, primary screen, HEK293 cells, thallium flux | FluxOR thallium flux fluorescence; active compounds read low | B-score at 10 µM | hit rate 1.2% among 310,000 | AID 488922, 2010;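 active means ratio B-score over 3 SD below the library mean, with starting fluorescence within 5 SD of its mean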;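 further: negative B-score means less thallium flux so channel inhibition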
Target sequence (Q9NPC2 whole entry, looked up): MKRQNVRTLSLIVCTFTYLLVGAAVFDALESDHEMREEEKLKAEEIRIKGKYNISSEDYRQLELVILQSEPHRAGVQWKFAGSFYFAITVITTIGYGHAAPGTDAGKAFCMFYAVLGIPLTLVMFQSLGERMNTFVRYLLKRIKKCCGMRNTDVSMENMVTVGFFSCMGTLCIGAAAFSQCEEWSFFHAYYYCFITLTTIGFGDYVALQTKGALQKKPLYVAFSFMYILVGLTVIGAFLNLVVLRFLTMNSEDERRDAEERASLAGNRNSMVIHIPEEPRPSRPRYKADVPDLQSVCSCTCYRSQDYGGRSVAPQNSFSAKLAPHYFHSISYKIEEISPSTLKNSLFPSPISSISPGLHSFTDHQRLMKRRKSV
SKKanGAS inh: S. pyogenes SKKanGAS growth inhibitors in kanamycin, primary screen, streptokinase expression inhibitor project, SKKanGAS strain, BacTiter-Glo luminescence | inhibition, % at 7.5 µM | hit rate 1.3% among 300,000 | AID 1662, 2009 | 6 h;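 active means mean replicate score, as percent of positive control median, at least 50; inconclusive means mean below 50 but one replicate at or above 50; inactive means mean and every replicate below 50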;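 further: strain carries kanamycin resistance gene driven by streptokinase promoter and grows in 40 µg/ml kanamycin; loss of luminescence reflects streptokinase promoter inhibition or plain growth inhibition; 0% = median of DMSO wells and 100% = positive control at its reference dose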
KCNK3 block: human KCNK3 channel inhibitors, primary screen, CHO cells, FluxOR thallium flux, B-score | Potassium channel subfamily K member 3 (Homo sapiens), O14649 | FluxOR fluorescence; active compounds read low | B-score at 10 µM | hit rate 0.84% among 340,000 | AID 602410, 2012;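 active means B-score under library mean minus 4 SD, starting fluorescence ratio at most library mean plus 5 SD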;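 further: more negative B-score means stronger inhibition of thallium flux through KCNK3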
RGS4 pot: RGS4 potentiators or activators, primary screen, cell-based, HEK293 M3R inducible RGS4, calcium flux; hit rate 0.92% among 310,000; carbachol calcium flux Fluo4; active compounds read low; B-score at 10 µM;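 active means B-score of the integrated calcium signal more than 4 SD below the library mean, with starting fluorescence not abnormally high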;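 further: negative B-score means reduced calcium response which marks RGS4 activation or potentiation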
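System: HEK293 FlpIn-TREx cells, stable M3R, doxycycline-inducible RGS4. Timing: overnight RGS4 induction, 30 min dye load 37 °C, 20 min compound RT. Also added: carbachol, ECmax concentration. Measured by: Fluo4 fluorescence kinetic imaging of calcium. Evaluation: integrated calcium ratio converted to B score.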
ANO1 block: TMEM16A chloride channel inhibitors, primary screen, cell-based, HTS; Anoctamin-1 (Mus musculus), Q8BHY3; HEK293 TMEM16A/YFP iodide influx fluorescence, ionomycin; normalized B-score (activity score, 25-100; higher = stronger inhibition) at 10 µM; hit rate 1.2% among 310,000; AID 588511, 2011;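 active means ratio plate-corrected score three or more library SD toward inhibition, starting fluorescence score within five deviations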;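 further: score derived from kinetic fluorescence span divided by baseline fluorescence per well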
HDAC3 inh: HDAC3 deacetylase inhibitors, primary screen, biochemical, fluorescence, cell-free homogeneous. Histone deacetylase 3 (Homo sapiens), O15379. recombinant HDAC3, fluorogenic peptide/trypsin coupled. inhibition, % at 8.3 µM. hit rate 0.15% among 320,000; in the data active means inhibition above about 26%, passing the limit was not always enough; inconclusive means no clear call, values can overlap the other calls
KCNQ1 inh: inhibitors of human KCNQ1 channel, primary screen, cell-based, thallium flux, high-throughput. Potassium voltage-gated channel subfamily KQT member 1 (Homo sapiens), P51787. CHO-K1 KCNQ1, FluxOR thallium flux fluorescence; active compounds read high. B-score at 10 µM. hit rate 1.3% among 310,000;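 active means compounds whose thallium flux B-score, printed positive for inhibition, exceeds three library SD while starting fluorescence stays within three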;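 further: channel opened by potassium depolarization with thallium stimulus after 20 min compound exposure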
Target sequence (P51787 whole entry, looked up): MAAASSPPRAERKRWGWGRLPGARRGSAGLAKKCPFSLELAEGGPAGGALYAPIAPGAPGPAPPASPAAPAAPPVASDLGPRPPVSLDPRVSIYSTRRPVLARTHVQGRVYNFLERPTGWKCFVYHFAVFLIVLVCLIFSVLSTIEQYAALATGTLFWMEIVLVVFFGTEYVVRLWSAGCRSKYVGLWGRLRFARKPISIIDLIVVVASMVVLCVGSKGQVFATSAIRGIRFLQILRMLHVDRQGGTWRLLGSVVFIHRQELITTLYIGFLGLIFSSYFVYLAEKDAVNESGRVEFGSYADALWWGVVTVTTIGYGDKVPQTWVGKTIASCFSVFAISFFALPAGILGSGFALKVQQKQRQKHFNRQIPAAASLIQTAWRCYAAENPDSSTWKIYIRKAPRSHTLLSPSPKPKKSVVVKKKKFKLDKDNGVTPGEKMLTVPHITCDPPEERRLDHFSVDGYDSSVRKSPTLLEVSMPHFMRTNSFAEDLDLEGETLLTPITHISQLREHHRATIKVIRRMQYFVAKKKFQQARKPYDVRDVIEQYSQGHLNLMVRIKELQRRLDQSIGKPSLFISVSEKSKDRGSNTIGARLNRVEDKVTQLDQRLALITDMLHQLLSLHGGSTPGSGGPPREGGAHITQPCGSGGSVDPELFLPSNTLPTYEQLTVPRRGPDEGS
KCNQ1 pot: potentiators or activators of KCNQ1 channel, primary screen, cell-based, thallium flux, high-throughput; AID 2648, 2010; hit rate 0.35% among 310,000; CHO-K1 KCNQ1, thallium flux FluxOR fluorescence; active compounds read high; Potassium voltage-gated channel subfamily KQT member 1 (Homo sapiens), P51787; B-score at 10 µM;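 active means fluorescence ratio B-score, a plate-corrected score, at least three library SD, with initial intensity B-score within 5 SD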
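Test system: CHO-K1 cells stably expressing KCNQ1 / Medium: assay buffer / Also added: depolarizing K+/Tl+ stimulus, K2SO4 and Tl2SO4 each 12.5 mM in 5x stock / Incubation: 90 min dye loading and 20 min compound exposure, both at room temperature / Signal: thallium influx via FluxOR fluorescence, kinetic imaging / Evaluation: B score of baseline-normalized fluorescence ratio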
ANO1 activ: TMEM16A chloride channel activators or potentiators, primary screen, cell-based, HTS. B-score at 10 µM. Anoctamin-1 (Mus musculus), Q8BHY3. HEK293 TMEM16A/YFP-H148Q/I152L, iodide quench fluorescence; active compounds read low. hit rate 0.3% among 340,000. AID 623877, 2012;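 active means fluorescence-ratio B-score plate-corrected deviation score at least 3 library SD below zero, with starting fluorescence score within 5 deviations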;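 further: channel opened by trigger with iodide after compound preincubation; score built on the fluorescence ratio of max minus min over baseline; more negative score means more quench and so TMEM16A activation or potentiation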
The depositor's hits bear a star; i = inactive; ? = inconclusive; / = no result given.

no.	SMILES	KCNK3 block	ANO1 activ	HDAC3 inh	KCNQ1 inh	KCNK9 block	SKKanGAS inh	RGS4 pot	ANO1 block	RGS4 block	KCNQ1 pot	hERG protect
1	COc1ccccc1/C=C/C=N/N1CCN(c2ccccn2)CC1	i	i	9	i	i	-8	i	i	i	i	-17
2	Cc1sc(N/N=C/C=C/c2ccccc2)nc1-c1ccccc1	i	i	2	i	i	6	i	i	i	i	-11
3	COP(=O)(c1ccc(N(C)C)cc1)C(O)c1ccccc1 (stereo not given)	i	i	-2	i	i	0	i	i	i	i	-6
4	Cc1ccc(Oc2ccc(Oc3ccc(C)cc3)nn2)cc1	i	i	6	i	i	1	i	i	i	i	-4
5	N#CCSc1nc(N)c(C#N)c(C2CCCCC2)c1C#N	i	i	7	i	i	-5	i	i	5.1*	i	-8
6	CCOC(=O)c1c(C)[nH]c(C(=O)COC(=O)c2oc3ccccc3c2C)c1C	i	i	12	i	i	0	i	i	i	i	-14
7	CC(C)NCCCCOc1cccc(Br)c1	i	i	3	i	i	-1	i	i	i	i	-1
8	Cc1ccc(F)cc1NC(=O)CSc1nc(Nc2ccccc2)nc(N2CCOCC2)n1	i	i	/	i	i	13	i	i	i	i	-12
9	CCc1cc2c3c(c(=O)oc2cc1OC)CCCC3	i	i	-24	i	i	-3	i	i	i	i	-4
10	Cc1ccc(C2=CC(c3ccc(C)cc3)n3ncnc3N2)cc1 (stereo not given)	i	i	-9	i	i	7	i	i	i	i	-4
11	C/C(=N\NC(=O)c1ccc(O)cc1)c1ccc(N2CCOCC2)cc1	i	i	-5	i	i	1	i	i	i	i	-10
12	NC(=O)C1CCN(C(=O)CN2CCN(c3cccc(C(F)(F)F)c3)CC2)CC1	i	i	1	i	i	-2	i	i	i	i	2
13	CC(C)(C)c1ccc(-c2n[nH]c(=S)n2CCCN2CCOCC2)cc1	i	i	14	i	i	-5	i	i	i	i	-21
14	CCOc1cc(CNc2ccc(N3CCOCC3)cc2)cc(Br)c1OCC	i	i	4	i	i	-1	i	i	i	i	-8
15	COc1ccc2c(CC(=O)Nc3ccc(OC)c(NS(=O)(=O)c4ccc(F)cc4)c3)coc2c1	i	i	5	i	i	-3	i	i	i	i	-7
16	Cc1ccc(S(=O)(=O)Nc2cc(=O)[nH]c(SCC(=O)Nc3cccc(C(F)(F)F)c3)n2)cc1	i	i	/	i	i	6	i	/	i	i	-12
17	O=C(CCc1ccccc1)NNC(=O)c1ccc(Cl)cc1	i	i	-1	i	i	-2	i	i	i	i	-15
18	Cc1ccc2nc(NCC(N)=O)nc(-c3ccccc3)c2c1	/	/	1	i	i	-8	i	i	i	i	-4
19	CC(C(=O)OCC(=O)c1ccccc1)N1C(=O)C2C3CCC(C3)C2C1=O (stereo not given)	i	i	-4	i	i	4	i	i	i	i	0
20	CN(C)c1ccc(/C=N/Nc2nncc3ccccc23)cc1	i	i	-3	i	i	10	i	i	i	i	-7
21	Cc1ccc(C(=O)NC(C)c2nc3ccccc3n2CC(=O)Nc2c(C)cc(C)cc2C)cc1 (stereo not given)	/	/	-13	i	i	4	i	i	i	i	-5
22	O=C(CCCN1C(=O)/C(=C/c2ccco2)SC1=S)Nc1ccccc1C(=O)O	i	i	6	i	i	1	i	i	i	i	-12
23	CC(=O)c1sc(-c2ccc(Cl)cc2)cc1N	i	i	-7	i	i	-10	i	i	i	i	-7
24	CCc1nnc(NC(=O)CSc2nnc(-c3c[nH]c4ccccc34)n2CCOC)s1	i	i	-2	i	i	7	i	i	i	i	-10
25	CC(C)(CO)NCC#Cc1ccccc1	i	i	-5	i	i	-2	i	i	i	i	-8
26	CCOC(=O)C1CCN(CCC(=O)Nc2ccc(C)c(C)c2)CC1	i	i	1	i	i	-7	i	i	i	i	-9
27	Cc1nc(C(F)(F)F)ccc1C(=O)Nc1ccccc1N1CCOCC1	i	i	-5	i	i	-1	i	i	i	i	-9
28	COCCn1c(=O)c2c(nc3n2CCCN3CCc2ccc(OC)c(OC)c2)n(C)c1=O	i	i	7	i	i	1	i	i	i	i	-7
29	CCOc1ccccc1NC(=O)CN(c1ccc(C)cc1)S(=O)(=O)c1c(C)n[nH]c1C	i	i	8	i	i	8	i	i	i	i	-4
30	O=C(Nc1ccccc1N1CCOCC1)C1CCN(S(=O)(=O)c2ccc(F)cc2)CC1	i	i	1	i	i	-8	i	i	i	i	-10
31	Cc1cc(Nc2ccc3c(c2)OCCO3)n2nc(C)nc2n1	i	i	1	i	i	-11	i	i	i	i	-7
32	CC(C)c1ccc(-c2cc(C(=O)NN3CCN(C)CC3)c3ccccc3n2)cc1	i	i	2	i	i	-2	i	i	i	i	-6
33	CCCCNC(=O)CCc1nc2cccnc2n1Cc1ccccc1	i	i	1	i	i	-1	i	i	i	i	-5
34	Cc1nc(N(CCO)C2CCCCC2)c2nnn(Cc3ccccc3)c2n1	i	i	1	i	i	1	i	i	i	i	-7
35	NS(=O)(=O)c1ccc(NC(=O)/C=C/c2ccco2)cc1	i	i	11	i	i	1	i	i	i	i	-5
36	CC(C)C(C(=O)Nc1ncn[nH]1)N1C(=O)c2ccccc2C1=O (stereo not given)	i	i	2	i	i	2	i	i	i	i	-8
37	CCc1nnc(NC(=O)Cn2ccc(C(F)(F)F)n2)s1	i	i	-7	i	i	8	i	i	i	i	-5
38	CC(=O)N1CCc2cc(Br)cc(S(=O)(=O)NCc3ccccn3)c21	i	i	-16	i	i	2	i	i	i	i	-6
39	CC(=O)N1N=C(c2ccccc2)CC1c1ccc(F)cc1 (stereo not given)	i	i	1	i	i	0	i	i	i	i	-4
40	Cc1ccc(S(=O)(=O)N(Cc2cccnc2)Cc2cc3ccccc3[nH]c2=O)cc1	i	i	6	i	i	7	i	i	i	i	-6
41	O=C(/C=C/c1ccc([N+](=O)[O-])cc1)Nc1cccnc1	i	i	3	i	i	7	i	i	i	i	-8
42	Cc1ccc(N(CC(O)CN2C(=O)NC(C)(C)C2=O)S(=O)(=O)c2ccc([N+](=O)[O-])cc2)cc1 (stereo not given)	i	i	1	i	i	11	i	i	i	i	-7
43	CC(C)CC(=O)NC(=S)Nc1cc(C(=O)O)ccc1Cl	i	i	-3	i	i	3	i	i	i	i	2
44	O=C(CNC(=O)c1ccc(OC(F)F)cc1)NCC1CCCO1 (stereo not given)	i	i	5	i	i	-4	i	i	i	i	-9
45	CC(=O)c1ccc(OCc2cc(C(=O)N3CCC(c4ccncc4)CC3)no2)cc1	i	i	6	i	i	-4	i	i	i	i	-15
46	CC1CCN(CCC(=O)Nc2ccccc2)CC1	i	i	?	i	i	-2	i	i	i	i	-9
47	O=C1NC(=O)/C(=C\c2ccsc2)N1	i	i	6	i	i	-3	i	i	i	i	-13
48	Cc1ccc(C)c(N2CCN(S(=O)(=O)c3ccc(-c4ccc(=O)[nH]n4)o3)CC2)c1	i	i	1	i	i	-12	i	i	i	i	4
49	CN1CCN(C(=O)c2ccc(CNS(=O)(=O)c3cccc(Cl)c3)cc2)CC1	i	i	3	i	i	10	i	i	i	i	-9
50	O=S(=O)(c1ccccc1)N1CCC(O)(CSc2ccc(F)cc2)CC1	i	i	4	i	i	2	i	i	i	i	-3
51	COc1ccc2c(C=Nc3c(C)n(C)n(-c4ccccc4)c3=O)c(O)n(Cc3ccco3)c(=O)c2c1	i	i	11	i	i	7	i	i	i	i	-16
52	CCC1CSC(Nc2ccc(C(=O)/C=C/c3ccc(Oc4ccccc4)cc3)cc2)=N1 (stereo not given)	i	i	-12	i	i	35	i	i	i	i	-4
53	Cc1cc(C(=O)N2CCCC(Nc3ccc(F)cc3)C2)n(C)n1 (stereo not given)	i	i	/	i	i	0	i	i	i	i	-6
54	CN1C(=O)Cc2cc(S(=O)(=O)N3CCOCC3)ccc21	i	i	1	i	i	3	i	i	i	i	-1
55	COc1cc(NC(=S)NC(=O)CCc2ccccc2)cc(OC)c1	i	i	2	i	i	41	i	i	i	i	-6
56	CCCCN(CC)CCNC(=O)c1cc2c(-c3ccccc3F)nn(C)c2s1	i	i	-29	i	i	-11	i	i	i	i	-9
57	O=c1nc(-c2ccccc2)n(-c2ccccc2)c2ncccc12	i	i	-6	i	i	-2	i	i	i	i	-6
58	CC(C)c1ccc(C2NC(=O)c3ccccc3O2)cc1 (stereo not given)	i	i	1	i	i	2	i	i	i	i	-4
59	Cc1cnc(NC(=O)NCC2CCCC(CNC(=O)Nc3ncc(C)s3)C2)s1 (stereo not given)	i	i	-4	i	i	17	i	i	i	i	-9
60	CCCc1nc2c(sc3nc4c(cc32)COC(C)(C)C4)c(=O)n1Cc1ccco1	i	i	-6	i	i	-3	i	25*	i	i	-6

Further entries
no.	SMILES	KCNK3 block	ANO1 activ	HDAC3 inh	KCNQ1 inh	KCNK9 block	SKKanGAS inh	RGS4 pot	ANO1 block	RGS4 block	KCNQ1 pot	hERG protect
61	O=C(/C=C/c1ccccc1[N+](=O)[O-])c1ccccc1Br	i	i	1	i	i	3	i	i	i	i	-12
62	CCOc1ccc(-n2cc(C(=O)NC(C)C)c3cc(OC)c(OC)cc3c2=O)cc1	i	i	-7	i	i	0	i	i	i	i	-29
63	O=[N+]([O-])c1ccc(CN2CCN(c3ccc(F)cc3)CC2)o1	i	i	-3	i	i	-1	i	i	i	i	-5
64	O=C1N(CN2C(=O)C3(OCCO3)c3ccccc32)c2ccccc2C12OCCO2	i	i	11	i	i	8	i	i	i	i	-2
65	O=C(COC(=O)C1CCC1)Nc1ncc(Cl)cc1Cl	i	i	-4	i	i	-12	i	i	i	i	-18
